TcdB GH inh: TcdB glycohydrolase inhibitors, primary screen, biochemical, single point, plate reader. TcdB glycohydrolase enzymatic assay. Toxin B (Clostridioides difficile), P18177. inhibition, % at 9.99 µM. 350,000 tested, 0.24% active; in the data active = inhibition above about 10%
MazF activator: activators of E. coli MazEF toxin-antitoxin RNase, primary screen, biochemical, fluorescence, uHTS; Endoribonuclease toxin MazF (Escherichia coli (strain K12)), P0AE70; activation, % at 20 µM; 350,000 tested, 0.32% active; FAM/BHQ RNA-DNA oligo cleavage fluorescence, 5 h; in the data active = activation above about 50%
Target sequence (P0AE70 whole entry, looked up): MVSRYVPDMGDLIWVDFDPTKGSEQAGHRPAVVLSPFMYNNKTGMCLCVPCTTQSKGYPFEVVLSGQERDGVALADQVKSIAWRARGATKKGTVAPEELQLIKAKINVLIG
Anthrax LF prot: Bacillus anthracis LF protease inhibitors, primary screen, biochemical, multiplex microsphere, MLPCN library; Lethal factor (Bacillus anthracis), P15917; multiplex microsphere protease cleavage assay; inhibition, % at 10 µM; 360,000 tested, 0.12% active; AID 588501, 2011; in the data active = inhibition above about 30%; inconclusive = no clear call, values can overlap the other calls; note: plate controls were buffer without enzyme for full effect and enzyme alone for no effect
Rv3671c inh: Rv3671c serine protease inhibitors, primary screen, biochemical, fluorescence polarization, M. tuberculosis H37Rv; inhibition, % at 5.96 µM; 320,000 tested, 0.048% active; P9WHR9; AID 2606, 2010; in the data active = inhibition above about 38%;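 note: extracellular domain of Rv3671c used as enzyme; 0% = enzyme with DMSO and 100% = no enzyme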
Target sequence (P9WHR9 whole entry, looked up, the tested form may be a part): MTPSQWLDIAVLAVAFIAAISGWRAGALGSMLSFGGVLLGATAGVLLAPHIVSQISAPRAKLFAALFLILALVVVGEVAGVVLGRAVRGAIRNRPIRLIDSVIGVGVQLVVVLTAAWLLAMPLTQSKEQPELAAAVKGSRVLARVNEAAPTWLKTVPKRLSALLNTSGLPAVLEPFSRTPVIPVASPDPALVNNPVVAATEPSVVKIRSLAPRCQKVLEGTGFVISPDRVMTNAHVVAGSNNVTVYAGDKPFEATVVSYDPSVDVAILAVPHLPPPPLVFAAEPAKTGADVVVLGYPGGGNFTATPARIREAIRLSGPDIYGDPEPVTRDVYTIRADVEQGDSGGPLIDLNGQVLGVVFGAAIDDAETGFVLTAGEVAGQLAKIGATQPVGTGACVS
SARS 3CLpro inh: SARS-CoV 3CLpro protease inhibitors, primary screen, biochemical, quenched FRET; Replicase polyprotein 1ab (Severe acute respiratory syndrome coronavirus), P0C6X7; recombinant SARS-CoV 3CLpro, quenched FRET peptide cleavage; inhibition, % at 6 µM; 290,000 tested, 0.14% active; in the data active = inhibition above about 12%
SSB-PriA inh: inhibitors of Klebsiella pneumoniae PriA binding to SSB C-terminal tail, primary screen, biochemical, AlphaScreen | PriA–SSB C-terminal tail interaction (Klebsiella pneumoniae) | AlphaScreen SSBct-PriA binding, biotinylated peptide | inhibition, % at 33 µM | 430,000 tested, 0.6% active | AID 1272365, 2023; in the data active = inhibition mostly above about 37%, no sharp cut-off; inactive = mostly below about 20%;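 note: plate controls were negative control peptide for no effect and reference peptide for full effect; strong numbers were not always called active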
Vc quorum ag: inducers of Vibrio cholerae quorum light production without autoinducers, primary screen, BH1578 luxS cqsA deficient, single point | V. cholerae BH1578 lux reporter, luminescence, 6 h | activation, % at 18.7 µM | 350,000 tested, 0.16% active | AID 588436, 2011; in the data active = activation mostly above about 9.7%, no sharp cut-off; inconclusive = no clear call, values can overlap the other calls; inactive = mostly below about 3.7%; note: not every result past the cut was called active; inactives centre near 0; reference of the scale not given here
PfHsp40 yeast: rescue of yeast from PfHsp40 toxicity, primary screen, S. cerevisiae, ATP luminescence. S. cerevisiae expressing PfHsp40, growth rescue. growth rescue, % at 12.5 µM. 340,000 tested, 0.68% active. AID 504582, 2011; in the data active = growth rescue above about 28%, passing the limit was not always enough; inconclusive = no clear call, values can overlap the other calls;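 note: yeast W303a lacking pdr1 and pdr3 grown in galactose medium; growth measured after three days at 30 °C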
DUSP3 inh: VHR1 phosphatase inhibitors, primary screen, biochemical, absorbance, uHTS; AID 1654, 2009; recombinant VHR phosphatase, pNPP absorbance; inhibition, % at 13.3 µM; Dual specificity protein phosphatase 3 (Homo sapiens), P51452; 290,000 tested, 0.52% active; in the data active = inhibition above about 50%; note: some compounds called inactive have numbers as strong as hits
Target sequence (P51452 whole entry, looked up): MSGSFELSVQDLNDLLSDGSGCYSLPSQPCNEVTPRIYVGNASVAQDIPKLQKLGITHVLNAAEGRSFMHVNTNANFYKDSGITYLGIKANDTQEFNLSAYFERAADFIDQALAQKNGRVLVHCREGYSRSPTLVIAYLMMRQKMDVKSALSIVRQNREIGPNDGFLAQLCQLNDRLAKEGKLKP
Yp Topo-I inh: Yersinia pestis topoisomerase I inhibitors, primary screen, biochemical, cleavage product accumulation, plate reader, single point | Y. pestis Topo-I cleavage product accumulation | activity, % at 10 µM | 360,000 tested, 0.064% active; in the data active = activity above about 50%, passing the limit was not always enough; inconclusive = no clear call, values can overlap the other calls; note: inactives centre near 2
Starred values were filed as active, the others as inactive; i = inactive; ? = inconclusive; nt = no result given; + = active, no number. The list is partial; rates above refer to the full screens.

A first look:
SMILES	TcdB GH inh	MazF activator	Anthrax LF prot	Rv3671c inh	SARS 3CLpro inh	SSB-PriA inh	Vc quorum ag	PfHsp40 yeast	DUSP3 inh	Yp Topo-I inh
Cc1ccc(NC(=O)c2ccc(S(=O)(=O)NCc3ccco3)cc2)nc1	3.6	-2	-1	4	nt	-10	-0.2	1.5	nt	5
C=CCOc1ccc(/C(O)=C2/C(=O)C(=O)N(CCN3CCOCC3)C2c2ccc(C)cc2)cc1 (stereo unspecified)	nt	3	-6	7	3	nt	nt	-0.4	-4	-1
COc1cc2c(c(OC)c1OC)C(=O)CC2	-1.4	3	-1	5	-1	-5	-1.5	0.9	14	3

This part in full, previewed entries included:
SMILES	TcdB GH inh	MazF activator	Anthrax LF prot	Rv3671c inh	SARS 3CLpro inh	SSB-PriA inh	Vc quorum ag	PfHsp40 yeast	DUSP3 inh	Yp Topo-I inh
Cc1ccc(NC(=O)c2ccc(S(=O)(=O)NCc3ccco3)cc2)nc1	3.6	-2	-1	4	nt	-10	-0.2	1.5	nt	5
C=CCOc1ccc(/C(O)=C2/C(=O)C(=O)N(CCN3CCOCC3)C2c2ccc(C)cc2)cc1 (stereo unspecified)	nt	3	-6	7	3	nt	nt	-0.4	-4	-1
COc1cc2c(c(OC)c1OC)C(=O)CC2	-1.4	3	-1	5	-1	-5	-1.5	0.9	14	3
CC(=O)Oc1ccc(OC(C)=O)c(SCCCCCN2CCOCC2)c1	0.8	2	-1	3	4	-2	-0.1	-0.7	14	-7
CCN(CC)CCCn1c2c(c(SCC(=O)Nc3cc(C)on3)nc1=O)CCC2	0.4	-17	1	4	nt	-2	3.8	-1.8	nt	6
CCOc1ccc(NC(=O)CSc2nc3ccccc3c(=O)n2CCCC(=O)N2CCCC2)cc1	nt	1	9	-1	4	-13	nt	-0.6	21	9
Cc1c(C=O)c(C=O)c(C)n1Cc1ccccc1	1.4	1	-4	-2	5	5	i	-0.1	28	1
Cc1[nH]nc(SCC(=O)NCC(C)C)c1[N+](=O)[O-]	0.2	-1	3	-6	1	-1	i	2.1	-1	4
O=C(CCSCc1ccc(Cl)cc1)NCc1cccs1	0.2	-1	-4	-7	0	-9	-1.4	1.6	25	8
Cn1c(=O)[nH]c(=O)c2c1nc(SCC(N)=O)n2Cc1cccc(Br)c1	-2.3	10	-19	-11	2	0	-1.0	-1.3	52*	6
O=C(c1ccc2c(=O)n3c(nc2c1)CCCCC3)N1CCN(C(c2ccccc2)c2ccccc2)CC1	nt	-9	4	-10	2	11	i	0.6	35	3
O=C(COc1ccccc1)N=C1SC2CS(=O)(=O)CC2N1c1ccc(F)cc1 (stereo unspecified)	0.2	1	3	-5	-10	-10	-0.3	0.5	54*	-5
CN1CCCN(C(=O)C2CCC(C(=O)N3CCCN(C)CC3)CC2)CC1 (stereo unspecified)	0.1	2	5	2	0	-9	2.9	0.5	18	3
COc1ccc(Cc2nc3ccccc3n2CC(=O)N/N=C/c2ccccc2)cc1OC	2.3	-3	0	12	5	nt	-0.4	0.5	18	7
COc1ccc(-c2csc3ncnc(N4CCN(c5ccccc5O)CC4)c23)cc1	nt	-2	-2	-3	-4	10	2.3	5.6	1	6
COc1cc(OC)cc(C(=O)Nc2cc(C)nn2-c2ccccc2)c1	0.0	-8	8	-5	-3	2	i	-1.2	12	-12
O=C(O)C1=CCCN(CCON=C(c2ccccc2)c2ccccc2)C1	-0.2	-5	2	-2	nt	-12	-3.0	-0.3	nt	2
COc1ccc(C(=O)N(CN2CCCC2=O)c2ccccc2OC)cc1OC	nt	2	0	2	0	0	i	-0.4	-6	-6
O=C(O)c1ccc(N2C(=O)CC(SC(=Nc3ccccc3)Nc3ccccc3)C2=O)cc1 (stereo unspecified)	0.4	1	-2	-44	0	-14	-0.3	-0.7	-5	-1
Cc1ccc(Oc2nc(-c3cccnc3)nc3ccccc23)c([N+](=O)[O-])n1	0.9	8	2	6	4	-1	-0.2	0.9	18	1
COc1ccc(C(C#N)N2N=C(C)CC2c2ccccc2)cc1 (stereo unspecified)	1.1	-3	0	-3	-2	-15	-0.6	0.6	-2	-1
Cc1[nH]c2ccc(-c3n[nH]c(=S)n3-c3ccccc3)cc2c1C	-0.5	3	-3	-1	4	-2	-0.7	0.0	-1	4
C=CCSc1nnc(NC(=O)CN2C(=O)NC3(CCCC3)C2=O)s1	-0.8	6	0	-10	-1	-5	i	0.6	18	-1
Cc1cc(NC(=O)CCSc2nc(-c3ccco3)cc(C(F)(F)F)n2)no1	nt	-10	-3	-1	2	-2	-5.3	0.8	36	7
CCN(CC)c1ccc(NC(=O)COC(=O)CSc2ccc(Br)cc2C)cc1	-3.8	-2	-1	13	3	20	-0.2	0.3	37	-1
CC1=C(C(=O)N(C)C)CC(CC(=O)NCCN2CCOCC2)C(=O)N1Cc1ccc(F)cc1 (stereo unspecified)	-0.1	3	0	nt	nt	nt	i	nt	nt	0
COc1c(F)c(F)c(C(=O)Nc2ccc(NC(=O)Cc3ccccc3)cc2)c(F)c1F	1.3	4	-9	8	-4	-12	-0.8	-1.0	1	0
Cc1ccc(S(=O)(=O)N(C)C)cc1NC(=O)COC(=O)c1ccc2c(c1)NC(=O)CS2	0.0	-3	-5	-2	3	1	2.1	0.6	14	11
C#Cc1ccc([C@@H]2C=C(C(=O)NCc3ccccc3)O[C@H](OCc3ccc(CO)cc3)C2)cc1	0.1	-5	0	-22	3	6	i	-0.8	26	20
COc1ccc(NC(=O)c2cc(OC)c(OC)c(OC)c2)cn1	0.2	1	1	-6	3	-7	-1.7	0.6	-11	-6
CCOc1ccccc1C(=O)N[C@H](C(=O)OCc1csc(CC(=O)Nc2ccc(C)cc2)n1)C(C)C	0.9	-9	0	-28	nt	-1	i	0.9	nt	33
CCOc1c(Br)cc(C2NC(=O)CCC2[N+](=O)[O-])cc1OC (stereo unspecified)	1.2	-8	14	6	-1	-1	i	-1.2	nt	-3
CC(C)Oc1ccc(/C(O)=C2/C(=O)C(=O)N(CCN3CCNCC3)C2c2cccc([N+](=O)[O-])c2)cc1 (stereo unspecified)	-1.1	6	8	-10	1	nt	i	-1.6	20	3
COc1ccc(C(=O)NC2CCN(C(=S)Nc3cc(C)ccc3C)CC2)cc1	nt	-3	-4	-2	3	-11	i	-0.8	-2	3
COc1ccc(NC(=S)N2CCN(Cc3cccc(F)c3)CC2)c(OC)c1	-0.2	3	-6	-2	-2	-4	-0.9	0.4	6	-5
Nc1nc(Nc2cccc(Cl)c2)n[nH]1	3.4	-2	0	2	3	-6	-1.6	0.5	12	0
Cn1nc(C(=O)N2CCN(S(=O)(=O)c3ccccc3)CC2)c2ccccc2c1=O	nt	7	-6	-3	6	-4	6.2	-0.9	2	-8
Cc1nc(N2CCN(Cc3ccccc3)CC2)[nH]c(=O)c1C	nt	0	-5	-5	-4	-1	1.2	-0.5	-8	10
Cc1cc(COc2ccccc2O)on1	nt	1	2	-1	-2	-9	12	-1.6	8	-1
O=C(CN1CCN(S(=O)(=O)c2ccc(Br)cc2)CC1)N/N=C/c1cc([N+](=O)[O-])ccc1Cl	nt	9	-4	-14	6	nt	-0.3	-0.7	-2	15
CC(C)(C)c1ccc(-n2ncc3c2CCCC3NC(=O)CN2CCOC2=O)cc1 (stereo unspecified)	0.8	6	0	-1	7	-3	-0.4	0.2	2	24
CCC1CN(C(=O)N2CCC(C(=O)NCc3ccc(F)cc3)CC2)c2ccccc2O1 (stereo unspecified)	0.1	0	0	-2	1	3	i	-0.2	-7	16
O=C(O)c1ccc(NS(=O)(=O)c2ccc3c(c2)OCCCO3)cc1	-3.2	0	1	-1	1	-7	i	-0.5	-19	-3
O=C(CSc1n[nH]c(=O)n1C1CC1)NCc1ccccc1Cl	-0.4	10	-6	6	4	-14	-1.6	0.3	17	-6
COc1ccc(Cc2nnc(Nc3ccccc3OC)[nH]c2=O)cc1	0.8	2	4	-6	2	-4	i	0.0	12	1
CCc1nnc(NC(=O)CSc2nnc(-c3ccoc3C)n2-c2ccc(C)cc2)s1	nt	-4	nt	-1	4	0	i	-0.4	8	6
COc1cc(NC(=O)c2ccc(N3CC4CC(C3)c3cccc(=O)n3C4)c(NC(=O)c3ccncc3)c2)cc(OC)c1OC (stereo unspecified)	0.5	10	-4	-5	-4	-2	-0.4	0.7	34	15
COc1cc(/C=N/NC(=O)CCn2nc(C)cc2C)ccc1O	3.8	2	-4	-5	-1	nt	-3.7	-0.8	4	1
CC(C)(C)OC(=O)N1CCC[C@H]1C(=O)N/N=C/c1cccc2nccnc12	1.4	4	4	-5	5	i	-0.9	nt	9	5
COc1ccc(C2(c3ccc(OC)cc3)NC(=O)N(Cn3nnc4ccccc4c3=O)C2=O)cc1	0.7	-4	1	-20	4	-9	i	2.1	-2	2
CCOC(=O)C1CCC(CNCc2ccccc2C)CC1 (stereo unspecified)	1.1	1	-6	-3	2	-4	-0.1	-1.1	7	-14
CCn1c(/C=C/c2ccc([N+](=O)[O-])o2)nc2ccccc2c1=O	nt	+	3	-10	0	5	4.2	0.0	31	-5
N#C/C(=C\c1ccccc1)C(=O)Nc1cc(S(=O)(=O)N2CCOCC2)ccc1N1CCCC1	0.1	-5	-2	3	4	-4	-0.2	-1.1	26	10
Cc1ccc(-n2c(N)c(C(=O)NCc3cccnc3)sc2=S)cc1	0.3	-5	0	-5	-2	7	-1.4	-2.1	-2	2
Cn1c(=O)[nH]c(=O)c2c1nc(NC1CCCCC1)n2CCO	1.2	10	-8	5	nt	-8	-0.3	1.0	10	2
CCOC(=O)C(NC(=O)Nc1ccc(F)cc1F)(Oc1ccccc1)C(F)(F)F (stereo unspecified)	nt	-3	-1	-2	2	-15	-0.3	-0.4	11	-1
CCc1ccc(C(=O)NCc2cccs2)s1	nt	2	-2	-6	0	-12	4.2	-0.5	-6	0
COc1ccccc1NC(=O)COC(=O)C1CC(=O)N(c2ccc3c(c2)OCCO3)C1 (stereo unspecified)	1.0	6	-3	1	nt	-1	-2.0	-1.2	nt	0
N#Cc1c(N)nc2c3c(sc(=N)c2c1N)NC(=O)CC3c1ccccc1 (stereo unspecified)	nt	8	3	-12	-3	-1	-0.3	1.1	13	-24
CCNC(=O)NCCc1c[nH]c2ccc(Cl)cc12	nt	-4	?	2	2	-25	0.1	1.0	-3	2

(more compounds)
SMILES	TcdB GH inh	MazF activator	Anthrax LF prot	Rv3671c inh	SARS 3CLpro inh	SSB-PriA inh	Vc quorum ag	PfHsp40 yeast	DUSP3 inh	Yp Topo-I inh
CCN(CC)C1CCN(C(=O)CCn2nnnc2CN2CCOCC2)C1 (stereo unspecified)	2.4	-1	0	-9	0	10	i	0.2	6	-6
CN(Cc1c(F)cccc1Cl)C(=O)c1ccc(NS(=O)(=O)c2ccc3[nH]c(=O)[nH]c3c2)cc1	0.9	5	5	-14	nt	4	-1.1	-0.8	nt	-2
O=C(Nc1ccc(Cl)c(S(=O)(=O)N2CCOCC2)c1)C1CCC1	0.9	7	2	2	nt	-7	-3.5	0.6	nt	4
O=C(COC(=O)c1ccc(OC(F)F)cc1)Nc1cccc(S(=O)(=O)NC2=NCCC2)c1	-0.5	0	2	2	nt	9	-0.7	0.2	nt	-4
